AmpC detergent: inhibitors of E. coli AmpC beta-lactamase with detergent | P00811 | AmpC hydrolysis of nitrocefin, absorbance 480 nm, 0.01% Triton | Potency, µM (titrated, usually from 114 µM), without a hit: at the top dose activity change, negative = inhibition, most hits filed as inhibitors | actives 0.041% (n = 370,000) | AID 485294;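 also: potency is read from the fitted curve at half-maximal effect; 0% = no-compound wells and -100% = no-enzyme wells; nearly all actives have a fitted effect of over 25% in size; some results filed as inactive show a strong effect at the top dose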
Target sequence (P00811 whole entry, looked up): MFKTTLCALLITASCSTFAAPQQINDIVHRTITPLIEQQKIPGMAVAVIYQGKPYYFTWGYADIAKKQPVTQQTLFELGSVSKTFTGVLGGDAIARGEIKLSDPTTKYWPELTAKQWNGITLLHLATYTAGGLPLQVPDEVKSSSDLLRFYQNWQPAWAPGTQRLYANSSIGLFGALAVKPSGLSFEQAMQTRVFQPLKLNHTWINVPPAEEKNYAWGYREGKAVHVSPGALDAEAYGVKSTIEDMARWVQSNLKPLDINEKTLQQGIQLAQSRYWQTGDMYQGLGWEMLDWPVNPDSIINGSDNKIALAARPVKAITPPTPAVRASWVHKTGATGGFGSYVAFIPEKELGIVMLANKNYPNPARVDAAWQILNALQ
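AmpC (5.3 nM in the dispensed reagent) in 20 mM phosphate pH 7.0 with 0.01% (detergent screen) or 0.0001% Triton X-100 was preincubated with compounds for 15 min at room temperature. Nitrocefin was then added from an 800 uM solution, and hydrolysis was followed at 480 nm.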
AMA1-RON2 inh: disrupts binding of P. falciparum AMA1 to RON2; actives 0.2% (n = 360,000); Potency, µM (top dose mostly 58.2 µM), for inactives: at the top dose activity change, negative = inhibition, most hits filed as inhibitors; AlphaScreen AMA1-biotinylated RON2 peptide binding; AID 720542;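 also: potency is read from the fitted curve at half-maximal effect; 0% = vehicle wells and -100% = peptide control; nearly all actives have a fitted effect of over 45% in size; some results filed as inactive show a strong effect at the top dose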
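AMA1 (3D7) with his tag at 25 nM final met compounds first, then biotinylated RON2 peptide at 25 nM; detection used donor plus acceptor beads, 10 µg/mL apiece, read by AlphaScreen after 30 min at room temperature.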
Sm TGR inh: blocks Schistosoma mansoni thioredoxin glutathione reductase; Q962Y6; purified TGR, DTNB reduction, TNB absorbance 405 nm; Potency, µM (titrated, usually from 114 µM), without a hit: at the top dose activity change, negative = inhibition, most hits filed as inhibitors; actives 3% (n = 360,000); AID 485364; also: potency is read from the fitted curve at half-maximal effect; nearly all actives have a fitted effect of over 60% in size
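First, TGR (20 nM dispensed) and NADPH were mixed with compound. Second, a 15 min room-temperature incubation followed. Third, further NADPH and then DTNB were added to start the reaction. Finally, TNB absorbance was monitored kinetically.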
HCMV antiviral: human cytomegalovirus inhibition | AID 1259415 | HFF cells, HCMV-luciferase reporter, 72 h; active compounds read low | actives 4.5% (n = 410,000) | activity change, negative = inhibition, % at 57.5 µM; in the data active = activity change below about -60%; inconclusive = no clear call, values can overlap the other calls; inactive = above about -39%
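Compounds were evaluated in HFFs infected with an HCMV luciferase reporter virus (MOI 1 PFU/cell). Luciferase in lysates collected 72 h post infection served as the replication measure.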
LmPK inhibitor: inhibitors of Leishmania mexicana pyruvate kinase. purified LmPK, Kinase-Glo ATP luminescence, 1 h. Potency, µM (doses to about 57.5 µM), without a hit: at the top dose activity change, negative = inhibition, hits mostly inhibitors. Q27686. actives 0.37% (n = 290,000); also: potency is read from the fitted curve at half-maximal effect
Target sequence (Q27686 whole entry, looked up): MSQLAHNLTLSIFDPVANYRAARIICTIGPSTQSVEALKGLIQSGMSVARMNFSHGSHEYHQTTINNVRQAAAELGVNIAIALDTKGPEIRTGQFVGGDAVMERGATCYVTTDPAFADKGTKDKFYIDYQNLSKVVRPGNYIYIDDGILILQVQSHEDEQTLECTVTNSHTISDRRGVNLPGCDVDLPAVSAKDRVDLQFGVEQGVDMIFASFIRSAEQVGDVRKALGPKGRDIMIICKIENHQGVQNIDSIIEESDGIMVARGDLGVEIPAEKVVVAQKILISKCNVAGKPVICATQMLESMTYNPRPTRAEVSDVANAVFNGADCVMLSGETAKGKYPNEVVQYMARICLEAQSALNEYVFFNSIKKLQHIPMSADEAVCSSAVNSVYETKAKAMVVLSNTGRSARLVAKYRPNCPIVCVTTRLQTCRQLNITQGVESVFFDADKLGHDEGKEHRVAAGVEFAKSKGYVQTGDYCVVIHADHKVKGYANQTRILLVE
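In 50 mM imidazole pH 7.2 with 7 mM MgCl2, LmPK (0.1 nM) turned over PEP (0.5 mM) and ADP (0.1 mM) for 1 h at room temperature. Luciferase read-out of ATP.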
Tb PYK inh: T. brucei pyruvate kinase inhibition | TbPYK enzyme, Kinase-Glo Plus ATP luminescence, 45 min | AID 624173 | actives 0.12% (n = 410,000) | Potency, µM (highest dose often 76.8 µM), for the others: top-dose activity, negative = inhibition, most hits filed as inhibitors | Q57TT1; also: potency is read from the fitted curve at half-maximal effect; nearly all actives have a fitted effect of over 50% in size
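In this concentration-response screen, enzyme-free wells defined baseline while DMSO plates tracked drift. Each reaction combined TbPYK, substrate, compound and 130 uM ADP for 45 min at room temperature. Kinase-Glo Plus luminescence gave the signal.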
AmpC no deterg: blocks E. coli AmpC beta-lactamase in detergent-free assay; P00811; AmpC nitrocefin hydrolysis, absorbance 480 nm, 0.0001% Triton; Potency, µM (highest dose often 57.1 µM), inactives show at the highest dose activity change, negative = inhibition, hits mostly inhibitors; actives 0.52% (n = 330,000); AID 485341;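 also: potency is read from the fitted curve at half-maximal effect; plate controls were no compound for no effect and no enzyme for full effect; nearly all actives have a fitted effect of over 20% in size; some results filed as inactive show a strong effect at the top dose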
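20 mM phosphate pH 7.0 + 0.01% (detergent screen) or 0.0001% Triton X-100; 5.3 nM AmpC reagent; cpd preinc 15 min RT; nitrocefin (800 uM stock) to start; A480 q20 s × 4 min; Activity was normalised to no-enzyme and no-compound control wells.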
Starred values were filed as active, the others as inactive; u = inconclusive; x = not tested or not shown; & = joins results of further samples; [ ] = remark or other dose. Unless noted, calls follow the shape of the dose curve; as a rule, active = well fitted curve in the direction sought with a large enough effect; inconclusive = small, poorly fitted or top-dose-only effect, or another doubt; inactive = no such curve, though single readings can be large; an effect the other way counts as inactive or inconclusive. Unless noted, % is scaled to controls: 0 for no effect and ±100 for the full control effect.

SMILES	AmpC detergent	AMA1-RON2 inh	Sm TGR inh	HCMV antiviral	LmPK inhibitor	Tb PYK inh	AmpC no deterg
O=C(/C=C/c1cccc(F)c1)N(c1ccccn1)C1CCCCC1	2%	-2%	u	-18	0%	-3%	-4%
O=C(NCc1ccco1)C(=O)c1cn(CC(=O)N2CCCCCC2)c2ccccc12	2%	1%	32µM*	-19	12%	1%	-15%
Cc1cccc(NC(=S)Nc2c(C)n(C)n(-c3ccccc3)c2=O)c1C	-7%	-6%	-23%	-19	-3%	-2%	-16%
Cc1ccc(C(=O)CSc2ccc(-c3ccncc3)nn2)cc1	-2%	4%	5%	0	0%	0%	0%
O=C(c1ccccc1)N1CCCCC1CCN1CCCCC1 (stereo not drawn)	-7%	x	-11%	-5	x	-12%	x
CC(=O)Nc1ccc(C(=O)N/C(=C/c2ccccc2)C(=O)Nc2cccc(C(=O)O)c2)cc1	1%	-1%	x	-28	1%	-3%	-1%
C[C@H](NC(=O)c1ccccc1Cl)C(=O)NCc1cccs1	2%	-5%	14%	-25	11%	-4%	-13%
CC(C)c1ccccc1NC(=S)NC(C)c1ccccc1 (stereo not drawn)	-8%	10%	0%	-87*	2%	3%	-6%
CC1CCCCN1CCCNC(=O)c1nn(C)c2c1CS(=O)(=O)c1ccccc1-2 (stereo not drawn)	-13%	18%	-26%	-37	1%	-2%	-14%
CC1(c2ccc([N+](=O)[O-])cc2)CC(C)(C)N(C(=O)c2ccccc2)c2ccccc21 (stereo not drawn)	2%	x	5%	x	1%	x	-26%
COc1ccc(C(=O)N/C(=C/c2ccco2)C(=O)NC2CCS(=O)(=O)C2)cc1 (stereo not drawn)	-13%	3%	u	-8	1%	-6%	-53%
CN(CCc1ccccc1)c1cc2c(c3c1ccn3C)C1CCC2O1 (stereo not drawn)	x	u	x	12	x	-7%	x
NC(=O)C1(C(N)=O)OC1c1ccc(Cl)cc1Cl (stereo not drawn)	0%	2%	6%	-27	-4%	-26%	1%
C=CCN1C(=O)C(C)(C)N(C(=O)c2cccc([N+](=O)[O-])c2)c2ccccc21	1%	-15%	8%	-31	2%	0%	28%
O=C(Nc1nc(-c2ccccn2)cs1)c1cccc(S(=O)(=O)N2CCOCC2)c1	-15%	-48%	u	0	x	-11%	-4%
COc1ccccc1-c1cc(C(F)(F)F)nc(S(=O)(=O)CCCC(=O)Nc2cc(C)ccc2O)n1	8%	x	-35%	7	x	-10%	x
Cc1ccc(C)c(S(=O)(=O)Nc2ccc(-n3cnnn3)cc2)c1	x	-2%	x	x	x	1%	-24%
Cc1ccc2cc(CCNC(=O)c3cc4ccccc4o3)c(=O)[nH]c2c1C	12%	4%	17%	19	0%[11.5 µM]	5%	-22%
CN1Cc2cc(C(=O)c3ccccc3O)cnc2NC1=O	-12%	10%	-13%	u	5%	-9%	-14%
CCOC(=O)C1CCCN(C(=O)c2ccccc2SCCOC)C1 (stereo not drawn)	u	6%	16%	-22	1%	-20%	27%
CCCCn1nnnc1NCc1ccc(C)s1	2%	-6%	5%	-28	0%	6%	-14%
CC(C)(Oc1ccc(Cl)cc1)C(=O)OCC(=O)N1CCN(c2ccccc2)CC1	u	-14%	-1%	-4	x	2%	80%[activator]
CCC(C)(C)NC(=O)C(c1cccs1)N(CC1CCCO1)C(=O)Cn1nnc2ccccc21 (stereo not drawn)	-9%	0%	-12%	-20	5%	-3%	22%
N#Cc1ccc(-c2nc3cc(C#N)c(C#N)cc3nc2-c2ccccc2)cc1C#N	u	x	-8%	11	-4%	x	-16%
COc1ccccc1Nc1nc(-c2ccccc2O)nc2ccccc12	6%	0%	15%	-70*	3%	-5%	-21%
O=S(=O)(Nc1ccc2nc(N3CCOCC3)sc2c1)c1ccc(Cl)cc1	-23%	-4%	-4%	-18	x	0%	-25%
Cc1ccc(NC(=O)COC(=O)c2ccc(Br)o2)cc1S(=O)(=O)N1CCCCC1	u	-5%	0%	19	x	2%	-7%
CCCc1nnc(SCC(=O)N2CCCCC2)n1CCCOC	-10%	0%	2%	7	3%	0%	-1%
COc1cccc(CNCC(O)(c2ccc(Cl)cc2)c2ccc(Cl)cc2)c1	6%	9%	0%	-3	5%	-17%	-21%
CCOc1ccc(-c2nc[nH]c2[N+](=O)[O-])cc1	-10%	2%	-6%	-11	1%	-7%	-9%
COc1ccc(C=O)cc1COc1ccc(C)cc1[N+](=O)[O-]	1%	-4%	17%	-17	7%	4%	-9%
Cc1ccc(C)c(NC(=O)Cn2c(=O)n(-c3ccc(CC(=O)NCC4CCCO4)cc3)c(=O)c3ccccc32)c1 (stereo not drawn)	1%&4%	x	-1%&-8%	-30&2	-3%	-4%	22%
Cc1ccccc1C(=O)N1CCN(c2ccc(NC(=S)NC(=O)c3ccco3)cc2)CC1	-8%	12%	u	-87*	-2%	-22%	86%[activator]
[N-]=[N+]=NC1CC(CO)OC1n1ccc(=O)[nH]c1=O (stereo not drawn)	8%	1%	-1%	0	-9%	2%	-16%
CC(Oc1ccc(Br)cc1)C(=O)Nc1ccc(N2CCOCC2)cc1N1CCOCC1 (stereo not drawn)	-23%	-16%	-7%	-34	x	-4%	-13%
N#CCOc1nc(N2CCCC2)nc(N2CCCC2)n1	-4%	-9%	2%	-24	-2%	-2%	12%
COC(=O)CCNC(=O)Cc1c(C)n(C(=O)c2ccc(Cl)cc2)c2ccc(OC)cc12	-10%	10%	2%	-30	3%	-12%	146%[activator]
CCN1C(=O)[C@H]2[C@@H](c3ccc(Cl)cc3)N3C(=O)CN(CCOC)C(=O)[C@@]3(Cc3ccccc3)[C@H]2C1=O	-13%	-2%	12%	-23	-5%	-3%	-4%
CCOC(=O)CSc1cn2c(n1)CCC2	u	1%	4%	13	-10%	-12%	-6%
COc1ccc(CNC(=O)Cc2c(C)c3cc4c(C)coc4cc3oc2=O)cc1	1%	x	-3%	-17	x	2%	x

Exported with two lines to a compound: two of the compounds above
Values run as follows: AmpC detergent, AMA1-RON2 inh, Sm TGR inh, HCMV antiviral, LmPK inhibitor, Tb PYK inh, AmpC no deterg
CCC(C)(C)NC(=O)C(c1cccs1)N(CC1CCCO1)C(=O)Cn1nnc2ccccc21 (stereo not drawn)
 : -9%, 0%, -12%, -20, 5%, -3%, 22%
N#Cc1ccc(-c2nc3cc(C#N)c(C#N)cc3nc2-c2ccccc2)cc1C#N
 : u, x, -8%, 11, -4%, x, -16%

The results go on.
SMILES	AmpC detergent	AMA1-RON2 inh	Sm TGR inh	HCMV antiviral	LmPK inhibitor	Tb PYK inh	AmpC no deterg
O=C(O)C(C(O)c1ccccc1)[n+]1ccccc1 (stereo not drawn)	u	-1%	-21%	-15	x	5%	-10%
CCCC[N+]12CCC(CC1)C(Cc1ccccc1)C2 (stereo not drawn)	1%	-4%	6%	12	-2%	4%	-14%
O=C(CSc1nnnn1C1CCCCC1)Nc1nc2c(s1)CCCC2	0%	-19%	-7%	1	1%	-4%	x
CC(=O)CC1c2cc(F)ccc2C=C(c2ccsc2)N1c1ccc(C#CC2(O)CCCCC2)cc1 (stereo not drawn)	x	1%	x	-19	x	4%	x
COc1ccc(NC(=O)Cn2c(=O)n(Cc3ccco3)c(=O)c3oc4ccccc4c32)cc1Cl	5%	x	-5%	-22	x	-10%	x
Cc1ccc(-n2nc3c(N4CCC(C(=O)NCCc5ccco5)CC4)nnc(C)c3c2C)cc1	2%	-13%	-22%	-39	0%	0%	143%[activator]
O=C(CSc1ccccc1)N1CCN(c2ccccc2)CC1	-14%	-14%	-7%	8	-1%	-2%	-9%
COc1cc(NC(=O)Cc2c(C(=O)O)[nH]c3ccccc23)cc(OC)c1OC	-9%	-2%	0%	2	1%	2%	-18%
CCOC(=O)CN1C(=O)NC2(CCCc3ccccc32)C1=O (stereo not drawn)	-4%	24%	9%	-23	-4%	0%	-27%
COCCNC(=O)Cn1nc(C(F)(F)F)c(Br)c1C	u	1%	0%	38	2%	0%	-6%
O=C(Nc1ccc2ccccc2c1)N1CCCN(CCOc2ccccc2)CC1	1%	-3%	2%	-29	3%	8%	28%
Cc1ccn2cc(C(=O)N3CCN(c4cnn(-c5ccccc5)c(=O)c4Cl)CC3)nc2c1	2%	0%	-20%	0	x	2%	49%
Cc1nnnn1/C(=C\c1ccccc1)C(=O)OCC(=O)N1CC2(C)CC1CC(C)(C)C2 (stereo not drawn)	-2%	8%	-25%	-85*	1%	-2%	135%[activator]
CC(=O)N1CSCC1C(=O)NNS(=O)(=O)c1cccc(C(F)(F)F)c1 (stereo not drawn)	-7%	8%	14%	5	0%	0%	-8%
COc1ccccc1N1CCN(CCC(=O)Nc2cccc(Cl)c2)CC1	-22%	-5%	-8%	-6	1%	1%	62%[activator]

Grouped by structure, the compounds so far containing an aryl methoxy group (10)
SMILES	AmpC detergent	AMA1-RON2 inh	Sm TGR inh	HCMV antiviral	LmPK inhibitor	Tb PYK inh	AmpC no deterg
COc1ccc(C(=O)N/C(=C/c2ccco2)C(=O)NC2CCS(=O)(=O)C2)cc1 (stereo not drawn)	-13%	3%	u	-8	1%	-6%	-53%
COc1ccccc1-c1cc(C(F)(F)F)nc(S(=O)(=O)CCCC(=O)Nc2cc(C)ccc2O)n1	8%	x	-35%	7	x	-10%	x
COc1ccccc1Nc1nc(-c2ccccc2O)nc2ccccc12	6%	0%	15%	-70*	3%	-5%	-21%
COc1cccc(CNCC(O)(c2ccc(Cl)cc2)c2ccc(Cl)cc2)c1	6%	9%	0%	-3	5%	-17%	-21%
COc1ccc(C=O)cc1COc1ccc(C)cc1[N+](=O)[O-]	1%	-4%	17%	-17	7%	4%	-9%
COC(=O)CCNC(=O)Cc1c(C)n(C(=O)c2ccc(Cl)cc2)c2ccc(OC)cc12	-10%	10%	2%	-30	3%	-12%	146%[activator]
COc1ccc(CNC(=O)Cc2c(C)c3cc4c(C)coc4cc3oc2=O)cc1	1%	x	-3%	-17	x	2%	x
COc1ccc(NC(=O)Cn2c(=O)n(Cc3ccco3)c(=O)c3oc4ccccc4c32)cc1Cl	5%	x	-5%	-22	x	-10%	x
COc1cc(NC(=O)Cc2c(C(=O)O)[nH]c3ccccc23)cc(OC)c1OC	-9%	-2%	0%	2	1%	2%	-18%
COc1ccccc1N1CCN(CCC(=O)Nc2cccc(Cl)c2)CC1	-22%	-5%	-8%	-6	1%	1%	62%[activator]

Assay outcomes (PubChem BioAssay)
